Assay outcomes deposited in PubChem by NCI.
Growth percent in the NCI-60 one-dose screen (48 h, 10 µM unless noted): 100 = growth as untreated, 0 = no growth, -100 = all killed.
OVCAR-3: OVCAR-3 ovarian cancer | 7% of 79,000 active
DU-145: DU-145 prostate cancer; 4.2% of 81,000 active; AID 1794760
U251: U251 CNS tumor cells. 5.4% of 80,000 active. AID 1794753
SNB-19: SNB-19 CNS cancer cells; 2.5% of 81,000 active; AID 1794751
SF-539: SF-539 CNS cancer | 6.8% of 81,000 active | AID 1794752
SF-295: SF-295 CNS cancer cells. 5.6% of 79,000 active. AID 1794758
SF-268: SF-268 CNS cancer cells; 3.1% of 82,000 active
OVCAR-8: OVCAR-8 ovarian cancer. 4.4% of 81,000 active
PC-3: PC-3 prostate cancer cells; 3.9% of 80,000 active; AID 1794754
An asterisk follows results filed as active; x = not tested or not shown. The calls were made as follows: active = growth percent below 10; inactive = the rest.

#	Compound	OVCAR-8	SNB-19	U251	SF-295	SF-268
1	Cn1cccc1CC(=O)N/N=C\c1ccc(O)cc1O	77	80	56	72	74
2	CC(=O)Nc1cccc2ccc(S(=O)(=O)O)cc12	102	111	96	103	108
3	COC(=O)[C@H](C)Nc1nc(N)nc(N(C)C2CCCCC2)c1C=O	101	101	94	x	103
4	COc1ccc(C(=O)CSc2nccc(N3CCN(C)CC3)n2)cc1	98	90	97	89	96
5	C=CCC(OC(C)=O)c1cccc(OC)c1OC (configuration not stated)	104	104	96	104	100
6	Nc1ccc(NC(=O)c2ccccc2)c2c1C(=O)c1ccccc1C2=O	97	102	105	105	99
7	N#Cc1ccc(-n2nc(/C=C/c3ccc(F)cc3)cc2/C=C/c2ccc(F)cc2)cc1	91	100	100	93	95
8	COc1ccc(SC2c3ccc(C)cc3Oc3nc(N)c(C#N)c(N)c32)cc1 (configuration not stated)	-89*	-69*	-93*	45	2.0*

#	DU-145	SF-539	PC-3	OVCAR-3
1	87	93	52	79
2	103	98	78	98
3	109	97	100	120
4	101	97	94	104
5	105	101	96	105
6	99	103	87	96
7	96	98	99	99
8	-88*	-75*	-68*	-94*

Next structures follow:
#	Compound	OVCAR-8	SNB-19	U251	SF-295	SF-268
9	O=S(=O)(NC1c2ccccc2Oc2ccccc21)c1ccc(Cl)cc1	89	98	90	92	96
10	Cc1ccc(-n2c(/C=C3\C(=O)Nc4ccccc43)ccc2COCC2CO2)cc1 (configuration not stated)	101	108	105	105	99
11	c1nc(N2CCCCC2)c2[nH]ccc2n1	105	101	102	95	106
12	COc1ccc2c(c1)sc1nc3nc4sc5cc(Cl)c(Cl)cc5n4c(=N)c3c(=N)n12	105	102	113	115	121
13	COc1ccc(C(=O)NC(=S)N2CCN(c3ncnc4c3cnn4-c3ccccc3)CC2)cc1	51	10	55	58	64
14	O=C1/C(=C/c2ccc(C(F)(F)F)cc2)COc2ccc(O)c(O)c21	9.3*	27	-51*	86	-1.0*
15	Cc1cc(N/C=c2\sc3ncnn3c2=O)no1	101	95	105	99	90
16	O=C1OC(c2ccc(Cl)c(Cl)c2)=C/C1=C/c1cccc([N+](=O)[O-])c1	99	95	99	101	98

#	DU-145	SF-539	PC-3	OVCAR-3
9	108	89	70	99
10	110	94	105	121
11	111	110	105	105
12	127	91	99	104
13	80	32	59	83
14	16	-84*	-36*	-85*
15	94	107	98	96
16	109	103	98	111

More records follow.
#	Compound	OVCAR-8	SNB-19	U251	SF-295	SF-268
17	O=C(NCCOC(=O)Nc1cccc2ccccc12)OCc1ccccc1	100	96	104	108	112
18	Cc1ccc(O)c(C(C)C)c1	93	115	94	112	100
19	Fc1ccc(COc2ccc(Nc3ncnc4onc(-c5ccccc5)c34)cc2)cc1	95	98	96	89	103
20	Cc1cccc(C)c1OC(=O)c1ccccc1	109	106	97	114	104
21	CCOC(=O)C1=C(C)N2C(=NC3=C(CCC/C3=C\c3ccc(OC)cc3)C2c2ccc(OC)cc2)S1 (configuration not stated)	96	94	95	x	99
22	COc1ccc(NCc2cccn2Cc2ccccc2)cc1	102	105	105	104	95
23	C=C1CC[C@@H]2[C@](C)(C=O)[C@@H](O)CC[C@@]2(C)[C@@H]1COc1ccc2ccc(=O)oc2c1	96	91	86	96	95
24	CN(C)c1ccc(/C=c2\s/c(=C\C(=O)C(C)(C)C)[nH]c2=O)cc1	102	97	94	95	93

#	DU-145	SF-539	PC-3	OVCAR-3
17	115	98	91	117
18	103	87	93	102
19	107	97	94	105
20	113	104	103	111
21	103	110	85	101
22	114	100	94	116
23	104	101	91	94
24	93	97	85	102

Following part:
#	Compound	OVCAR-8	SNB-19	U251	SF-295	SF-268
25	CCOC(=O)c1nnc2cc(-c3ccccc3)nn2c1C	107	93	99	123	104
26	CN1CCC(=C2c3ccccc3CCc3cccnc32)CC1	107	110	109	95	97
27	CCCCCCCCCCCCCCCC[N+]1(C)CCN(SN2CC[N+](C)(CCCCCCCCCCCCCCCC)CC2)CC1	67	29	23	71	64
28	Cn1cc(-c2csc(-c3cn(CCN)c4ccc(F)cc34)n2)c2cccnc21	72	78	81	92	86
29	COc1ccc(C(=O)C(NCCO)c2ccccc2)cc1 (configuration not stated)	101	94	96	105	101
30	CCC(C)(C)CO	89	102	96	93	95
31	COc1ccc(NC(=O)CSc2nnc(Cn3c(C(F)(F)F)nc4ccccc43)o2)cc1	98	96	94	98	89
32	Cc1nc(N2N=C(c3ccc(Cl)cc3)CC2c2cccnc2)sc1/C=C/c1ccc(Cl)cc1 (configuration not stated)	101	103	105	108	97

#	DU-145	SF-539	PC-3	OVCAR-3
25	106	116	100	118
26	109	103	87	111
27	70	49	33	60
28	68	80	61	84
29	109	103	86	109
30	78	98	102	106
31	99	97	86	110
32	108	110	89	104

Next part:
#	Compound	OVCAR-8	SNB-19	U251	SF-295	SF-268
33	CC(C)=CCC[C@](C)(O)[C@H]1CC[C@]2(C)[C@@H]1CC[C@@H]1[C@@]3(C)C/C(=C/c4ccccc4)C(=O)C(C)(C)[C@@H]3CC[C@]12C	93	88	86	109	95
34	Oc1cccc(/C=N/Nc2ccc3nnc(-c4ccccc4)n3n2)c1	53	73	64	53	74
35	C=CCn1cccc1/C=C1\SC(=S)NC1=S	102	80	95	87	85
36	CC(C)(C)c1cc(C(=O)Nc2ccccc2C(=O)NCCN)cc(C(C)(C)C)c1	-44*	-46*	-57*	-69*	57
37	COc1cc(C2CC(=O)Nc3c2cnn3Cc2ccco2)cc2c1OCCO2 (configuration not stated)	101	98	85	62	82
38	CCOC(=O)C(NC(=O)c1ccccc1)C(C)(C)SCc1ccccc1 (configuration not stated)	104	94	101	113	98
39	Cc1ccc(NC(=O)/N=c2\oc3ccccc3cc2-c2cc3ccccc3[nH]2)cc1	93	84	99	91	93
40	COc1ccc(-c2cc(-c3cc(OC)c(OC)c(OC)c3)c(C#N)c(=O)n2Cc2ccc(C(=O)Nc3ccccc3N)cc2)cc1	90	94	94	95	87

#	DU-145	SF-539	PC-3	OVCAR-3
33	85	90	80	103
34	62	71	47	70
35	108	83	x	105
36	16	63	4.8*	19
37	104	x	98	74
38	115	97	81	106
39	98	63	85	110
40	101	89	84	98

(next part)
#	Compound	OVCAR-8	SNB-19	U251	SF-295	SF-268
41	CCc1ccccc1-n1[nH]c(C)c(C=N)c1=O	118	104	109	99	114
42	Clc1ccc(-c2cn3cc(Cc4ccc(Cl)cc4Cl)sc3n2)cc1	92	101	89	90	99
43	O=c1oc(-c2ccc(Cl)cc2[N+](=O)[O-])nc2ccccc12	102	97	98	96	98
44	Cc1ncccc1CNc1nc2ccc(OC/C(=C\F)CN)cc2o1	106	99	102	100	99
45	NS(=O)(=O)c1ccc(C(=O)NNC(=O)Nc2nc3ccccc3s2)cc1	99	100	99	98	93
46	CC(C)[C@@H](C(=O)O)N1C(=O)c2ccccc2C1=O	96	100	92	99	100
47	CCOC(=O)/C(=C/c1ccccc1)N(CC)CC	103	109	x	97	101
48	Nc1ccn(C2O[C@H](CO)[C@@H](O)[C@@H]2O)c(=O)n1 (some centres not stated)	34	48	40	51	34

#	DU-145	SF-539	PC-3	OVCAR-3
41	118	100	95	124
42	97	83	84	109
43	108	90	93	109
44	115	96	102	110
45	105	94	93	100
46	103	97	75	99
47	106	108	95	102
48	30	72	64	68

Entries by screen from the list.
SF-539, compounds 4–11, in order: 97, 101, 103, 98, -75*, 89, 94, 110
SF-268, compounds 4–11, in order: 96, 100, 99, 95, 2.0*, 96, 99, 106
PC-3, compounds 4–11, in order: 94, 96, 87, 99, -68*, 70, 105, 105

Next results:
#	Compound	OVCAR-8	SNB-19	U251	SF-295	SF-268
49	O=C1OCC/C1=C/OCCO/C=C1\CCOC1=O	105	x	101	103	102
50	c1ccc(Oc2c3ccccc3nc3ccccc23)cc1	24	92	12	-39*	23
51	CN1C(=O)/C(=C/c2ccc(N(C)C)cc2)S/C1=N/c1nccs1	74	89	95	72	86
52	COc1cc(/C=C/C(=O)Nc2ccccc2NC(=O)c2ccc(C(F)(F)F)cc2)cc(OC)c1OC	90	92	84	80	82
53	Cc1ccc(S(=O)(=O)Nc2nc(Nc3ccc(Cl)cc3)c(C#N)c(-c3ccc(Cl)cc3)n2)cc1	95	83	87	29	56
54	CC(C)=C(NC(=O)c1ccccc1)C(=O)O	104	x	114	116	96
55	O=C(CNc1cccnc1)Nc1ccc(C(=O)/C=C/c2ccc(Cl)cc2)cc1	98	101	82	94	91
56	C=C(C)CC(C)(O)c1cccc2ccccc12 (configuration not stated)	101	100	98	112	96

#	DU-145	SF-539	PC-3	OVCAR-3
49	107	94	100	103
50	8.0*	-20*	20	-3.6*
51	86	91	84	120
52	100	85	58	89
53	88	78	62	69
54	106	110	88	107
55	103	100	89	90
56	101	99	92	112

One compound at a time (already shown). Order of screens: OVCAR-8 | SNB-19 | U251 | SF-295 | SF-268 | DU-145 | SF-539 | PC-3 | OVCAR-3
Results for O=C1OC(c2ccc(Cl)c(Cl)c2)=C/C1=C/c1cccc([N+](=O)[O-])c1 : 99 | 95 | 99 | 101 | 98 | 109 | 103 | 98 | 111
Results for CCOC(=O)/C(=C/c1ccccc1)N(CC)CC : 103 | 109 | x | 97 | 101 | 106 | 108 | 95 | 102

(listing goes on)
#	Compound	OVCAR-8	SNB-19	U251	SF-295	SF-268
57	O=C1CCNC(=O)N1	107	100	104	108	99
58	COc1ccc(CCNC(=O)CC(C)=O)cc1	101	103	96	x	107
59	Cc1ccc(S(=O)(=O)/C(C#N)=C/n2c(=S)[nH]c3ccc([N+](=O)[O-])cc32)cc1	105	113	101	107	95
60	Cc1cc(S(=O)(=O)O)ccc1O	x	99	105	94	103
61	COC(=O)c1ccccc1N=CCC(C)CCCC(C)(C)O (configuration not stated)	101	97	100	97	107
62	NC[C@@H]1CCN(c2cc3c(cc2F)c(=O)n(N)c(=O)n3Cc2ccc3ccccc3c2)C1	97	90	89	95	88
63	Cc1ccc(S(=O)(=O)NCCNc2cc(-c3cn(C(C)(C)C)nc3-c3cccc(F)c3)ccn2)cc1	85	89	69	87	89
64	CCn1cc(-c2ccnc(NCCNS(=O)(=O)c3ccc(Br)cc3)c2)c(-c2cccc(OC)c2)n1	63	83	59	95	72

#	DU-145	SF-539	PC-3	OVCAR-3
57	110	105	104	102
58	111	99	98	113
59	101	104	99	105
60	113	101	86	107
61	106	87	80	113
62	97	91	69	101
63	94	91	66	104
64	85	78	42	78

Going on with the list.
#	Compound	OVCAR-8	SNB-19	U251	SF-295	SF-268
65	Cn1ncc2c(=O)nc3c(C#N)n[nH]n3c21	100	93	95	91	103
66	N/N=C/c1cn(-c2ccc(C(=O)O)cc2)nc1-c1ccccc1	107	107	105	98	107
67	COc1ccc2c(c1OC)C(=O)OC2C1c2c(c(COC(=O)C(Cc3c[nH]c4ccccc34)NC(=O)OC(C)(C)C)c3c(c2OC)OCO3)CCN1C (configuration not stated)	96	100	101	114	95
68	CN1C(=O)N(C)C2Nn3c(s/c(=C\c4cccnc4)c3=O)=NC21 (configuration not stated)	103	98	96	107	100
69	O=c1onc(-c2cc3ccccc3nc2Cl)n1-c1ccc(Br)cc1	89	x	84	68	83
70	Clc1ccc2[nH]cc(-c3nn4cc(-c5cccnc5)nc4s3)c2c1	103	100	94	97	107
71	O=C(CN1C=NC2C(N3CCOCC3)=NC=NC21)c1cccc2ccccc12 (configuration not stated)	97	97	101	102	85
72	CCn1c(CSc2nc3ccccc3c(=O)n2CCc2ccccc2)n[nH]c1=S	90	106	x	x	98

#	DU-145	SF-539	PC-3	OVCAR-3
65	115	89	93	97
66	113	103	94	99
67	105	93	76	110
68	116	102	90	120
69	102	88	77	87
70	107	96	89	x
71	105	99	85	101
72	113	100	84	102
